OX1R FRET antag: OX1R (human) antagonism; O43613; OX1R-expressing cells, FRET antagonist read-out; inhibition, % at 6.6 µM; 330,000 compounds, 1.8% hits; AID 485270; in the data active means inhibition mostly above about 38%, no sharp cut-off; inactive means mostly below about 40%;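 further: 0% = agonist challenge alone and 100% = reference antagonist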
Target sequence (O43613 whole entry, looked up): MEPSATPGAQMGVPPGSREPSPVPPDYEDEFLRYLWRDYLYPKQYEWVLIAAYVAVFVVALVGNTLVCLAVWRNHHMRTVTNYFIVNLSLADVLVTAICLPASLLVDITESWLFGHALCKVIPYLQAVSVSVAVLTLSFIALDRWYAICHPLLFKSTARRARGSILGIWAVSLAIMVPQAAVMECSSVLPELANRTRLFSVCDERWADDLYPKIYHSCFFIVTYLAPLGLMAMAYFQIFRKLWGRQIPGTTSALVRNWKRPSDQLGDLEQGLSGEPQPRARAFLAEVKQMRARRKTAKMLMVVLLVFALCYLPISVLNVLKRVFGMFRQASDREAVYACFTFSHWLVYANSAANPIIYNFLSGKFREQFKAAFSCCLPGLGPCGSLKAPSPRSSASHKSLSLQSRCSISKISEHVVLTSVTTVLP
STK33 kinase inh: blocks human STK33 kinase activity | 320,000 compounds, 0.073% hits | Q9BYT3 | inhibition, % at 10 µM | purified STK33, MBP phosphorylation, ADP-Glo luminescence;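 active means inhibition at or above 25%, using the most active replicate where run in duplicate; inactive means inhibition below 25%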
Target sequence (Q9BYT3 whole entry, looked up): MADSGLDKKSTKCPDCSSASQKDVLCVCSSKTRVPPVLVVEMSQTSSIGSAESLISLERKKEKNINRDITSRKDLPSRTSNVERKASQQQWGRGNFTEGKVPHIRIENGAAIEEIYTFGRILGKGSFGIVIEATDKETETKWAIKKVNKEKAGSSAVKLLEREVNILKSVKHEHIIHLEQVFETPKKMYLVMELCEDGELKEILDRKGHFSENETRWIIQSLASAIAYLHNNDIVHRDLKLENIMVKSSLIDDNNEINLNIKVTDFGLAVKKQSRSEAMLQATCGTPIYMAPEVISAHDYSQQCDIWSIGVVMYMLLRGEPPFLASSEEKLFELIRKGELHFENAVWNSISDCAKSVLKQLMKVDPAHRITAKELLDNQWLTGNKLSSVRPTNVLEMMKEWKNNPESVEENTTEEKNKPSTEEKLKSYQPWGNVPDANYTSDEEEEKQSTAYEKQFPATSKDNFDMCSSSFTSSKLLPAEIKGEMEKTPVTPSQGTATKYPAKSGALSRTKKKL
KCNQ2 block: KCNQ2 potassium channel inhibitors, primary screen, cell-based, CHO-K1, FluxOR thallium flux, B-score (AID 2156). B-score at 10 µM. 310,000 compounds, 1.1% hits. 20 min; hits give low values;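 active means fluorescence ratio B-score at most minus 3 library SDs, with starting brightness B-score within 2 library SDs, cut at about -5.5 in these data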
The depositor's hits bear a star; i = inactive; x = no result given.

SMILES	OX1R FRET antag	STK33 kinase inh	KCNQ2 block
O=C(N=C1SC2CS(=O)(=O)CC2N1c1ccc(Cl)c(Cl)c1)C1CCCO1 (stereo not drawn)	12	1.0	i
O=C(COc1ccc(Cl)cc1Cl)Nc1nnc(C2=COCCO2)o1	8	-1.0	i
COC(=O)c1cc(C(=O)OCC(=O)NC2CCCC2)cc([N+](=O)[O-])c1	34	-0.2	i
COc1cc(C(=O)COC(=O)c2cccs2)cc(OC)c1OC	12	2.4	x
N/C(=N\OC(=O)c1cccc(F)c1)c1ccccn1	2	4.0	i
COc1ccc(NC(=O)n2ncc3c(C)cccc32)cc1OC	35*	1.0	i
O=C(O)CCNC(=O)c1ccccc1	14	-3.0	i
COC(=O)c1ccc(NS(=O)(=O)c2ccc3[nH]c(=O)oc3c2)cc1	4	-0.6	i
COc1ccc(OC)c(CNC(=O)C2CCN(S(=O)(=O)N3CCCC3)CC2)c1	6	-1.3	i
Fc1ccc(CN2C3=NCCN3c3ccccc32)cc1	10	2.3	i
O=C(CN1CCCC1)Nc1c(Cl)cccc1Cl	10	-1.4	i
O=C(COC(=O)c1cc([N+](=O)[O-])ccc1NCc1ccccc1Cl)NCC(F)(F)F	27	-1.0	i
CCOC(=O)c1[nH]c(CSc2nnc(-c3ccc(OC)cc3)o2)c(C(=O)OCC)c1C	-4	-2.9	i
CCOc1ccc(NC(=O)C2CC=CCC2C(=O)O)cc1 (stereo not drawn)	9	-0.2	i
COc1ccc(-n2c(Cc3cccn3C)nnc2SCC(=O)Nc2cccc(C)c2C)cc1	22	-0.5	i
CC(CCN1C(Nc2ccccc2)=NC[C@@H]1C)c1ccccc1 (stereo partly drawn)	38	-2.8	i
CCS(=O)(=O)c1ccc2oc(SCC(=O)NCCc3ccccc3)nc2c1	22	-0.6	i
COc1ccc(S(=O)CC(=O)Nc2ccc(Cl)cc2Cl)cc1 (stereo not drawn)	16	-0.8	i
CC1CCN(S(=O)(=O)c2ccc(S(=O)(=O)NCC3COCCO3)cc2)CC1 (stereo not drawn)	-1	-0.2	i
COc1cc(C(=O)NC(C)c2ccc(-n3ccnc3)cc2)cc(OC)c1C (stereo not drawn)	5	0.6	i
CCC(C(=O)NCCN1CCN(C)CC1)n1c(C)c2cnn(-c3ccccc3)c(=O)c2c1C (stereo not drawn)	8	-2.4	i
Nc1nnc(CCC2CCCCC2)s1	3	0.0	i
COc1cccc(N(CC(=O)NC2CCCC2)C(=O)Cn2nnc(-c3ccc(C)cc3)n2)c1	6	-1.1	i
O=C1CCCCCN1CP(=O)(O)CN1CCCCCC1=O	8	-1.0	i
CCc1c(O)nc(SCc2ccccc2)n(C(C)CC)c1=O (stereo not drawn)	12	0.8	i

Individual results from the list.
STK33 kinase inh result of CCOc1ccc(NC(=O)C2CC=CCC2C(=O)O)cc1 (stereo not drawn) is entered as -0.2
STK33 kinase inh result of O=C(COC(=O)c1cc([N+](=O)[O-])ccc1NCc1ccccc1Cl)NCC(F)(F)F is entered as -1.0

Going on with the list.
SMILES	OX1R FRET antag	STK33 kinase inh	KCNQ2 block
COc1ccccc1N1CCN(C2CCCN(C(=O)c3ccnc4ccc(C)cc34)C2)CC1 (stereo not drawn)	3	5.6	i
COc1ccc(-c2cc(C(=O)Nc3c(C)nn(Cc4ccccc4Cl)c3C)no2)cc1	8	-0.7	i
COc1ccc(NC(=O)N(C)C[C@H]2Oc3ccc(NC(=O)Nc4c(C)noc4C)cc3C(=O)N([C@H](C)CO)C[C@@H]2C)cc1	1	-0.5	x
COc1ccc(CCN2CC(C(=O)N(C)Cc3ccc4nsnc4c3)CCC2=O)cc1 (stereo not drawn)	19	-2.3	i
COc1ccc(/C=N/Nc2cc(OC)ncn2)cc1	22	0.2	i
O=C1/C(=N\S(=O)(=O)c2cccs2)C([n+]2ccc(CCCc3ccccc3)cc2)=C([O-])c2ccccc21	26	-1.7	i
Cc1cc(C)n2cc(CSc3nncn3C)nc2n1	7	-0.6	i
CNC(=S)N1C2CCCC1CC(NC(=O)c1ccc(F)cc1)C2 (stereo not drawn)	3	-0.6	i
CCN(CC)C(NC(=O)c1ccccc1)C(=O)c1ccccc1 (stereo not drawn)	11	-0.4	i
Cc1nc(-c2ccccc2)cn2c1nc1ccccc12	15	0.9	i
CN(C)S(=O)(=O)c1ccc(C(=O)Oc2cc(=O)[nH]c3ccccc23)cc1	17	-1.2	i
O=C(Nc1c2c(nn1-c1ccc(F)cc1)CS(=O)C2)c1ccco1 (stereo not drawn)	5	-1.0	i
N#Cc1c2ccccc2nc2ccccc12	6	1.5	i
CC(CC(=O)O)CC(=O)Nc1cc(C(F)(F)F)cc(C(F)(F)F)c1 (stereo not drawn)	1	-0.3	i
CN(CCc1ccccn1)C(=O)CCC1CCCN(C(=O)c2cccc(N(C)C)c2)C1 (stereo not drawn)	26	-3.1	i
C=CCC[C@@H](Cc1ccc(F)cc1)C(=O)OC[C@@H]1CCCN1C(=O)[C@@H](CC=C)CC(=O)N[C@@H](CO)Cc1ccccc1	17	-0.2	x
CCCCc1c(C)nn(-c2nnc3c4ccccc4n(C)c3n2)c1C	18	0.2	i
CCC1(CC)C(=O)NC(=O)NC1=Nc1ccccc1	7	0.2	i
Clc1ccc(CN2C3=NCCCN3c3ccccc32)cc1Cl	22	0.5	i
CCN(CC)S(=O)(=O)c1ccc(OC)c(NC(=O)c2ccc(-n3cncn3)c([N+](=O)[O-])c2)c1	7	x	i
Cc1nn(C)c(Oc2cccc(C(F)(F)F)c2)c1C#N	2	-1.1	i
CC(NC(=O)COC(=O)c1ccc2c(c1)S(=O)(=O)N=C1CCCCCN12)C12CC3CC(CC(C3)C1)C2 (stereo not drawn)	9	0.1	i
CCN(CC)S(=O)(=O)c1ccc(OC)c(NC(=O)/C=C/c2ccco2)c1	5	-1.4	i
CCN(CC)S(=O)(=O)c1ccc(S(=O)(=O)N(CC(=O)Nc2ccccc2)Cc2ccco2)cc1	6	-2.8	i
CCC(CC)NC(=O)CCCSc1nc2ccccc2[nH]1	17	1.5	i
SMILES	OX1R FRET antag	STK33 kinase inh	KCNQ2 block
CCN1CCN(C(=O)c2cc3c(=O)n(C)c4ccccc4c3n2C)CC1	15	4.0	i
CCOc1ccc(S(=O)(=O)N2CCN(C(=O)c3ccc(-n4cncn4)c([N+](=O)[O-])c3)CC2)cc1	19	-1.2	i
CC(OC(=O)/C=C/c1ccccc1)C(=O)Nc1ccc2c(c1)OCCO2 (stereo not drawn)	14	-0.1	x
CC(=O)Nc1ccc(S(=O)(=O)N(C)CC(=O)Nc2ccc(Br)cc2F)cc1	20	0.2	i
COc1ccc(NC(=O)c2cn(CCC#N)nc2-c2cccs2)cc1	24	-2.6	i
CCOc1ccc(-c2nnc(N)o2)cc1	21	0.4	i
N#Cc1cn(CC(=O)NCCc2c[nH]c3ccccc23)c2ccccc12	13	1.4	i
Cc1ccc(NC(=O)COC(=O)COc2ccc(Cl)cc2)c([N+](=O)[O-])c1	28	-0.4	i
O=C(CNC(=O)c1cccs1)NCC(=O)OCc1ccc(Cl)cc1	-1	-2.3	i
Cc1nn(S(=O)(=O)c2ccccc2)c(C)c1S(=O)(=O)N1CCC(C)CC1	3	-0.7	i
CCn1c2ccccc2c2nnc(SCc3ccccc3)nc21	40	0.1	i
CCOc1ccc(NC(=O)C2CC(=O)N(c3ccccc3F)C2)cc1 (stereo not drawn)	15	-0.2	i
CC(C(=O)Nc1nc(-c2ccc(F)cc2)cs1)N1C(=O)C2CC=CCC2C1=O (stereo not drawn)	27	-0.9	x
CN1CCN(C(CNC(=O)C(=O)Nc2ccc3c(c2)OCCO3)c2ccc(F)cc2)CC1 (stereo not drawn)	2	0.6	i
C[C@H](CO)N1C[C@H](C)[C@@H](CN(C)C(=O)NC2CCCCC2)Oc2c(NC(=O)Nc3ccc4c(c3)OCO4)cccc2C1=O	-1	-0.4	x
COc1cc(CC(C#N)(CO)c2nc3ccccc3[nH]2)ccc1OC(F)F (stereo not drawn)	12	-1.0	i
COC(=O)CSc1nc2c(c(=O)[nH]c(=O)n2C)n1CCC(C)C	9	-0.4	i
CCn1ncc(S(=O)(=O)NCc2ccco2)c1C	1	-1.4	i
Cc1ccc(C(=O)NC2CCN(C(=O)Nc3ccccc3Cl)CC2)cc1	9	-0.9	i
CNS(=O)(=O)c1cccc(C(=O)OCC(=O)/C=C2/N(C)c3ccccc3C2(C)C)c1	10	1.2	i
O=C(CSc1nncn1-c1ccccc1)c1c[nH]c2ccccc12	7	-1.1	i
COc1ccccc1N=NC1=C(O)CC(C)(C)CC1=O	17	-0.7	i
CCCN1C(=O)C2(SC(NC(C)=O)=NN2C(C)=O)c2cc(C)ccc21 (stereo not drawn)	21	0.7	i
CCOCCCNC(=O)c1c(N)n(-c2ccc3c(c2)OCO3)c2nc3ccccc3nc12	17	-2.4	i
Cc1cc(C)c(NC(=O)c2ccc[n+](Cc3ccc([N+](=O)[O-])cc3)c2)c(C)c1	30	-1.8	i
SMILES	OX1R FRET antag	STK33 kinase inh	KCNQ2 block
Cc1cc(C)nc(Nc2n[nH]c(-c3ccc(N)cc3)n2)n1	11	-1.2	i
O=c1[nH][nH]c(-c2ccccc2O)c1C(C[N+](=O)[O-])c1ccccc1 (stereo not drawn)	11	0.5	i
OC(CNCC1CCCO1)Cn1c2ccc(Cl)cc2c2cc(Cl)ccc21 (stereo not drawn)	8	-1.6	-7.6*
Cc1ccc(-c2nnc(SCC(=O)N/N=C/c3ccc(C)s3)n2-c2ccc(C)cc2)cc1	21	-0.6	i
O=C(CSc1nc2ccccc2o1)NC(=O)NCc1ccccc1	35	1.5	i
CCC(CO)N=CC1=C(O)CC(c2ccccc2)CC1=O (stereo not drawn)	13	-0.4	i
COc1ccc(CN(C)C(=O)c2ccccc2Sc2ccccc2C#N)cc1OC	36	-0.1	i
COc1ccc(Cl)cc1NC(=S)NCCSc1ccc(C)cc1	14	-2.1	i
CN(CCNC(=O)c1ccc(/C=N/O)nc1)Cc1ccccc1	12	x	i
C=C(C)Cn1c(=O)c2c(nc3n2CCN3c2cccc(Cl)c2C)n(C)c1=O	12	0.0	i
OC(COCCC12CC3CC(CC(C3)C1)C2)CN1CCCCC1 (stereo not drawn)	22	-0.6	i
COc1ccccc1NS(=O)(=O)c1cc(NC(=O)CNC(=O)c2ccccc2)ccc1C	35	0.6	i
O=C(Nc1ccc([N+](=O)[O-])cn1)C1CCCCC1	30	0.3	i
COc1cccc(NC(=O)CN(C)C(=O)c2cc3c(s2)CCCC3)c1	2	-1.0	x
CC(C)CNS(=O)(=O)c1ccc(CCC(=O)N2CCC(C(N)=O)CC2)cc1	11	-1.0	i
Cc1csc(C(=O)O)c1-c1c(C)csc1C(=O)O	12	2.6	i
O=C(NCC(=O)N1CCCCCCC1)c1ccc(Cl)cc1	5	-1.5	x
Cc1cccc(NCC(O)Cn2cnc3c2c(=O)n(C)c(=O)n3C)c1 (stereo not drawn)	19	-1.9	i
Cc1cccc(NC(=O)c2onc3c2CCCC3)n1	5	1.4	i
O=C(O)/C=C/c1ccc2c(-c3ccccc3)onc2c1	-1	17	i
CCc1c(O)nc(SCC(=O)Nc2ccc(C)cc2)n(C2CCCCC2)c1=O	11	-0.6	i
CC(C)OCCCNC(=O)Cn1ccc2cc(S(=O)(=O)N3CCCCC3)ccc21	14	0.5	i
CC(C)(C)NS(=O)(=O)c1ccc(CCC(=O)N2CCCCC2)cc1	7	-1.7	i
Cc1cc(C)c(NC(=O)C2CCN(C(=O)c3ccco3)CC2)c(C)c1	2	-2.0	i
Cc1ccc(-c2nc(SCC(=O)Nc3cc(C)on3)c3c(=O)n(C)c(=O)n(C)c3n2)cc1	1	-0.6	i

Compounds shown so far with two or more sulfur atoms, in the order listed:
SMILES	OX1R FRET antag	STK33 kinase inh	KCNQ2 block
O=C(N=C1SC2CS(=O)(=O)CC2N1c1ccc(Cl)c(Cl)c1)C1CCCO1 (stereo not drawn)	12	1.0	i
CCS(=O)(=O)c1ccc2oc(SCC(=O)NCCc3ccccc3)nc2c1	22	-0.6	i
CC1CCN(S(=O)(=O)c2ccc(S(=O)(=O)NCC3COCCO3)cc2)CC1 (stereo not drawn)	-1	-0.2	i
O=C1/C(=N\S(=O)(=O)c2cccs2)C([n+]2ccc(CCCc3ccccc3)cc2)=C([O-])c2ccccc21	26	-1.7	i
CCN(CC)S(=O)(=O)c1ccc(S(=O)(=O)N(CC(=O)Nc2ccccc2)Cc2ccco2)cc1	6	-2.8	i
Cc1nn(S(=O)(=O)c2ccccc2)c(C)c1S(=O)(=O)N1CCC(C)CC1	3	-0.7	i
Cc1ccc(-c2nnc(SCC(=O)N/N=C/c3ccc(C)s3)n2-c2ccc(C)cc2)cc1	21	-0.6	i
COc1ccc(Cl)cc1NC(=S)NCCSc1ccc(C)cc1	14	-2.1	i
Cc1csc(C(=O)O)c1-c1c(C)csc1C(=O)O	12	2.6	i

The results go on:
SMILES	OX1R FRET antag	STK33 kinase inh	KCNQ2 block
CC(C)n1c(SCC(=O)NC2CC2)nnc1-c1ccco1	14	-1.4	i
Cc1oc(CC(C)C)cc1C(N)=O	2	-1.2	i
Cc1ccccc1C(=O)NCC(C)NC(=O)c1ccccc1C (stereo not drawn)	8	-1.8	i
COC(=O)c1ccc(CN2C(=O)c3ccccc3C2=O)o1	6	-0.2	i
Cc1nc2cc(NS(=O)(=O)c3cccc(F)c3)ccc2s1	16	-2.9	i
O=C(NCCN1CCCC1)c1cccc(Cl)c1	6	0.0	i
CCOC(=O)c1cnc(N2CCOCC2)[nH]c1=O	5	-1.1	i
COc1ccc(NC(=O)CNS(=O)(=O)c2ccc(Cl)cc2)cc1OC	28	-0.4	i
O=C1CC(Nc2ccccc2)C(=O)N1Cc1ccccc1 (stereo not drawn)	11	0.1	i
CN1CC(=O)N(CC(=O)Nc2ccc3c(c2)CCC3)C1=O	6	-0.5	i
Cc1cc(C)n(C(=O)CNC(=O)c2ccccc2F)n1	12	-0.6	i

Bioassay records: PubChem BioAssay, several laboratories

Hits appear at their usual frequency (roughly 2.7% active in at least one column).
